BLM inh: Bloom syndrome helicase (human) inhibition. P54132. recombinant BLM DNA unwinding, fluorescence dequenching. Potency, µM (highest dose often 56.1 µM), without a hit: top-dose activity change, negative = inhibition, usual class: inhibitors. 0.2% of 350,000 active. AID 2528;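 note: potency is the fitted concentration of half-maximal effect; plate controls were vehicle for no effect and no enzyme for full effect; nearly all actives have a fitted effect of over 35% in size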
Target sequence (P54132 whole entry, looked up): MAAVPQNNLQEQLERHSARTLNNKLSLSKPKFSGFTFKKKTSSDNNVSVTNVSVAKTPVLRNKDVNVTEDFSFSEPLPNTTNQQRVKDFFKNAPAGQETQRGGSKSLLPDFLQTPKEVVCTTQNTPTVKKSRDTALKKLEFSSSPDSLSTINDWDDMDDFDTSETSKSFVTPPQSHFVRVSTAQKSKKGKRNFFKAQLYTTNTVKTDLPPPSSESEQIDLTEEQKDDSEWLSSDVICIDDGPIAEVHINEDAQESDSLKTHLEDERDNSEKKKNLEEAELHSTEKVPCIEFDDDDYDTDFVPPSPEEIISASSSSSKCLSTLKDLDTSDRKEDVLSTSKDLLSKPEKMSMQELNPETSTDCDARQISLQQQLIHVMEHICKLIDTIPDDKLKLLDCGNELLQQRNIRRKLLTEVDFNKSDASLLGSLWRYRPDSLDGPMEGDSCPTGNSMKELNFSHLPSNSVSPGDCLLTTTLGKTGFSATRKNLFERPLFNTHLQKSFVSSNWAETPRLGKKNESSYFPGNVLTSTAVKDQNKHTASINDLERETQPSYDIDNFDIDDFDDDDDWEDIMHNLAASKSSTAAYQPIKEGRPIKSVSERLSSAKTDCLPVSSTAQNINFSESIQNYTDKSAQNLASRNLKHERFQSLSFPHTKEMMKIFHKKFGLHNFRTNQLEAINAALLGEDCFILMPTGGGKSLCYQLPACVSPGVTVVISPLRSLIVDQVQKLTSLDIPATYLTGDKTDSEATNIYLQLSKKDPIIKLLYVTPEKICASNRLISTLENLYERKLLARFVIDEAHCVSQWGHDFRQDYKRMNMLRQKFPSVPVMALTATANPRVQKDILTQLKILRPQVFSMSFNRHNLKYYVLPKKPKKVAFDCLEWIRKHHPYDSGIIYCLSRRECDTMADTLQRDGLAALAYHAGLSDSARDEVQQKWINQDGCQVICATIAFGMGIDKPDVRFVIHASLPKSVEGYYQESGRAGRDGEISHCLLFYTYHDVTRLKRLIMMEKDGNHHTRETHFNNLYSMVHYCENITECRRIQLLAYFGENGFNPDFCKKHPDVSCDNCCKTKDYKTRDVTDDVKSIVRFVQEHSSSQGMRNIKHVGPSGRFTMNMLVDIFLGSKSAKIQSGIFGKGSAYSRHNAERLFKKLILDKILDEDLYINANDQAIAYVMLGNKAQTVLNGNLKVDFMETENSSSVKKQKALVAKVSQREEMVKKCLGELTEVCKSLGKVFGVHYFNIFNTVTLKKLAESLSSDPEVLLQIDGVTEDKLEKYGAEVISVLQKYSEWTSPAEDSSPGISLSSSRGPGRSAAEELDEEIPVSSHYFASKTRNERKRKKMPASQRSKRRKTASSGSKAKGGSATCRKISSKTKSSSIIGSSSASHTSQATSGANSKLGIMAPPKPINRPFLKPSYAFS
POLI inh: DNA polymerase iota (human) inhibition; Q9UNA4; Pol iota fluorescent replication assay, 10 min; Potency, µM (series often up to 115 µM), inactives show top-dose activity, negative = inhibition, usual class: inhibitors; 1% of 390,000 active; note: potency is the fitted concentration of half-maximal effect
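Fluorescent replication assay read twice, at 0 min and 10 min after adding 50 nM (final) substrate. Enzyme (10 nM) and compounds were first incubated 15 min at room temperature; enzyme-free buffer wells were negative controls.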
Tb PGK inh: T. brucei PGK inhibition. P07378. PGK/GAPDH coupled, Kinase-Glo luminescence, 60 min. Potency, µM (series often up to 57.5 µM), inactives show top-dose activity change, negative = inhibition, hits mostly inhibitors. 0.043% of 380,000 active. AID 602233; note: potency is the fitted concentration of half-maximal effect; % is set by controls: 0 for no effect and ±100 for the full control effect; nearly all actives have a fitted effect of over 60% in size
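Luminescent ATP detection (Kinase-Glo Plus) follows a 60-minute room-temperature incubation, with wells lacking PGK as controls. Buffer: 100 mM TEA (pH 7.6), 5 mM MgCl2, 0.01% Tween-20. Coupling enzyme GAPDH (100 nM final) supplies unstable 1,3-BPG in-well.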
POLB inh: inhibitors of human DNA polymerase beta; P06746; Pol beta primer extension/strand displacement, fluorescence kinetic; Potency, µM (top dose mostly 114 µM), inactives show at the highest dose activity change, negative = inhibition, most hits filed as inhibitors; 1.3% of 340,000 active; AID 485314; note: potency is the fitted concentration of half-maximal effect; % is set by controls: 0 for no effect and ±100 for the full control effect
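Preincubation: enzyme (10 nM) with compound, 15 min, RT. Reaction: substrate added to 50 nM final. Reads: 0 and 10 min. Analysis: normalized, Hill fit.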
Pol kappa inh: blocks human DNA polymerase kappa activity | Q9UBT6 | purified Pol kappa, fluorescent DNA synthesis assay, 10 min | Potency, µM (titrated, usually from 107 µM), inactives show top-dose activity, negative = inhibition, actives largely listed as inhibitors | 0.53% of 400,000 active; note: potency is the fitted concentration of half-maximal effect; % is set by controls: 0 for no effect and ±100 for the full control effect
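Kinetic fluorescence readout at 0 and 10 min followed reaction start with substrate at 50 nM final. Beforehand, enzyme (10 nM Pol kappa) stood 15 min with compound at room temperature; buffer-only wells were negative controls.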
APE1 inh: inhibitors of human APE1 endonuclease; P27695; recombinant APE1, TAMRA/BHQ-2 abasic DNA cleavage fluorescence; Potency, µM (doses to about 65.8 µM), without a hit: top-dose activity change, negative = inhibition, actives largely listed as inhibitors; 0.35% of 350,000 active; AID 2517;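 note: potency is the fitted concentration of half-maximal effect; plate controls were vehicle for no effect and reference inhibitor for full effect; nearly all actives have a fitted effect of over 55% in size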
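0.75 nM APE1 + cpd, 15 min RT; start w/ 50 nM TAMRA/BHQ-2 THF-abasic dsDNA; kinetic fluor 525/598 nm ×3 reads @60 s; Δ(read3−read1); normalized to DMSO and NSC13755 control wells.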
Anesthetic bind: candidate novel general anesthetic via apoferritin binding | P02791 | apoferritin/1-aminoanthracene competitive binding, fluorescence | Potency, µM (highest dose often 77.5 µM), for inactives: at the top dose activity change, negative = displacement, hits mostly inhibitors | 0.074% of 350,000 active; note: potency is the fitted concentration of half-maximal effect; % is set by controls: 0 for no effect and ±100 for the full control effect; nearly all actives have a fitted effect of over 20% in size
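Concentration-response curves derived by four-parameter Hill fitting of normalized fluorescence, where compounds displaced 1-AMA from 10 uM horse apoferritin following a brief 10 min room-temperature incubation; propofol titration acted as positive control.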
Pol eta inh: blocks human DNA polymerase eta activity; Q9Y253; 1.2% of 390,000 active; Potency, µM (doses to about 114 µM), for the others: at the highest dose activity change, negative = inhibition, usual class: inhibitors; recombinant Pol eta, fluorescent DNA replication assay; note: potency is the fitted concentration of half-maximal effect; % is set by controls: 0 for no effect and ±100 for the full control effect
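Fluorescent replication assay: 50 nM final substrate added after a 15 min room-temperature compound preincubation with 10 nM enzyme. Signal taken at 0 min and again at 10 min.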
RXFP1 antagonist: blocks the human relaxin receptor RXFP1; Q9HBX9; HEK293-RXFP1, relaxin-stimulated cAMP HTRF, 30 min; active compounds read low; activity change, negative = inhibition, % at 57.5 µM; 0.59% of 350,000 active; AID 1259400;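 active = activity change of -60% or lower, but not beyond a set lower limit; inconclusive = change between -60% and -40%, or beyond the set limit; inactive = change above -40%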; note: % is set by controls: 0 for no effect and ±100 for the full control effect
Active calls of the source: *; i = inactive; ? = inconclusive; . = not tested or not shown; [ ] = another dose, or the depositor's remark. Unless noted, calls come from the whole dose curve; as a rule, active = well fitted curve in the direction sought with a large enough effect; inconclusive = small, poorly fitted or top-dose-only effect, or another doubt; inactive = no such curve, though single readings can be large; an effect the other way counts as inactive or inconclusive. Only part of the results is shown; count on the stated rates, not on these rows.

SMILES | BLM inh | POLI inh | Tb PGK inh | POLB inh | Pol kappa inh | APE1 inh | Anesthetic bind | Pol eta inh | RXFP1 antagonist
O=C(Nc1ccc([N+](=O)[O-])cc1Cl)c1cc(Cl)ccc1O | 3% | ? | -7% | -6%[57.1 µM] | 5%[60.1 µM] | -24% | -13%[29.3 µM] | -6% | -25
COc1cc(C(C(=O)NC2CCCCC2)N(CCN2CCOCC2)C(=O)C2COc3ccccc3O2)cc(OC)c1OC (stereo not drawn) | 2% | 81%[activator] | i | 23% | 1% | 3% | 3% | -20% | -8
CCSc1oc(-c2ccc(F)cc2)nc1S(=O)(=O)c1ccc(C)cc1 | -11% | -29% | -8% | -13% | -36% | . | 3% | -27% | -2
Cc1ccc(-c2cn3c(n2)SCC3)cc1 | -13% | 57%[activator] | i | -18% | -9% | -3% | -7% | -4% | -3
CCOc1ccc(NS(=O)(=O)c2cc(C(=O)N3CC(C)OC(C)C3)ccc2C)cc1 (stereo not drawn) | . | 57%[activator] | -2% | . | -15% | 10% | . | 2% | -1
CCOCCn1c(=O)c2c(nc3n2CCN3c2ccc(C)cc2)n(C)c1=O | . | 9% | -9% | . | -12% | . | . | -19% | -10
Cc1ccc2cc3c(nc2c1)OCC3 | 2% | 21% | -8% | 3% | -3% | 4% | 0% | -19% | -7
C=CCc1cc(Cl)ccc1OCCOCCNC(C)(C)C | -1% | 29% | -8% | 1% | -10% | ? | -12% | -22% | -22
COc1ccc(NC(=O)CN(C)C(=O)c2ccc3c(c2)OCCO3)cc1 | . | 13% | 14% | . | -8% | 2% | . | -4% | -8
CCCOc1ccc(C(=O)CCC(=O)OCC(=O)N(C)c2c(N)n(Cc3ccccc3)c(=O)[nH]c2=O)cc1 | -2% | ? | -3% | 46% | 0% | -7% | -3% | -17% | -12
Cc1nc(NC(=O)c2cc3ccccc3o2)sc1C | -1% | 17% | -5% | 10% | 3% | 8% | 0% | -12% | -30
Cc1nc(N)ncc1Sc1ccc(Cl)cc1 | -2% | 53%[activator] | -5% | 10% | 0% | 2% | -8% | -16% | 0
CC(=O)NCCC1CCCCN1C(=O)c1cc(COc2cc(C)ccc2C)on1 (stereo not drawn) | -2% | 25% | -8% | 4% | -12% | -13% | -10% | 5% | 3
COc1ccc([N+](=O)[O-])cc1NC(=O)CSCc1ccc(Br)cc1 | 1% | 118%[activator] | -2% | 15% | -15% | -6% | 5% | -2% | 0
CC(=O)NCCC(=O)Nc1cc(S(=O)(=O)N2CCCCC2)ccc1Oc1cccc(C)c1 | -2% | -1% | 4% | -17% | -4% | -16% | -1% | -12% | -6
COC(=O)c1cc(NCc2cccs2)ccc1N1CCOCC1 | -4% | 22% | -4% | 1% | -11% | -1% | -10% | -11% | -1
[O-]C(=C(C(=S)Nc1cccc2ccccc12)[n+]1cccc(CO)c1)c1ccc(Cl)s1 | . | -13% | 1% | . | -9% | . | . | -13% | -7
CCOc1ccc(/C(O)=C2/C(=O)C(=O)N(c3ncccn3)C2c2ccc(Cl)cc2)cc1 (stereo not drawn) | -1% | 7% | 0% | 0% | -10% | 9% | -13% | 1% | -23
Cc1cc(C)c(NC(=O)c2cc3sc(Cl)cc3n2C)c(C)c1 | -1% | ? | 6% | 8% | 4% | . | -2% | -21% | -7
O=S(=O)(Nc1nc2ccccc2[nH]1)c1ccccc1 | -1% | 24% | 2% | 1% | -2% | -2% | -17% | -14% | 2

The last six records of the section before lead into the next.
SMILES | BLM inh | POLI inh | Tb PGK inh | POLB inh | Pol kappa inh | APE1 inh | Anesthetic bind | Pol eta inh | RXFP1 antagonist
CC(=O)NCCC(=O)Nc1cc(S(=O)(=O)N2CCCCC2)ccc1Oc1cccc(C)c1 | -2% | -1% | 4% | -17% | -4% | -16% | -1% | -12% | -6
COC(=O)c1cc(NCc2cccs2)ccc1N1CCOCC1 | -4% | 22% | -4% | 1% | -11% | -1% | -10% | -11% | -1
[O-]C(=C(C(=S)Nc1cccc2ccccc12)[n+]1cccc(CO)c1)c1ccc(Cl)s1 | . | -13% | 1% | . | -9% | . | . | -13% | -7
CCOc1ccc(/C(O)=C2/C(=O)C(=O)N(c3ncccn3)C2c2ccc(Cl)cc2)cc1 (stereo not drawn) | -1% | 7% | 0% | 0% | -10% | 9% | -13% | 1% | -23
Cc1cc(C)c(NC(=O)c2cc3sc(Cl)cc3n2C)c(C)c1 | -1% | ? | 6% | 8% | 4% | . | -2% | -21% | -7
O=S(=O)(Nc1nc2ccccc2[nH]1)c1ccccc1 | -1% | 24% | 2% | 1% | -2% | -2% | -17% | -14% | 2
Cc1noc(C)c1CN(C(=S)NC1CC1)c1ccccc1 | 3% | 22% | -6% | -10% | -18% | 0% | -8% | -11% | 1
COc1ccc(N(CC(=O)NCCc2ccc(OC)c(OC)c2)S(=O)(=O)c2ccc(OC)c(OC)c2)cc1 | -1% | 33%[activator] | i | 3% | 4% | 77%[activator] | -1% | -19% | -7
CNS(=O)(=O)c1cccc(C(=O)OCC(=O)NCc2ccccc2)c1 | 0% | 11% | -1% | 84% | 6% | 0% | -8% | 1% | -9
COc1ccc(NC(=O)CC2C(=O)N(c3ccccc3)C(=O)N2Cc2cccnc2)cc1 (stereo not drawn) | 0% | 11% | 0% | 2% | -11% | . | -4% | -21% | -3
COc1cccc(C(=O)Nc2ccc(N3CCN(C(=O)c4ccco4)CC3)cc2)c1 | -2% | 100%[activator] | -5% | 10% | -19% | -9% | -9% | -5% | 2
COCCNc1nc(-c2cc(C)n(CCc3ccc(OC)cc3)c2C)cs1 | -11% | 3% | -6% | 8% | 1% | -10% | -16% | -2% | -5
Cc1ccc(-c2nnc(CN3CCCCC3C)o2)cc1 (stereo not drawn) | -2% | 15% | 2% | -1% | -21% | 39%[activator] | 0% | 4% | 6
C#CC(C)(C)NC(=O)CSc1nc2c(c(=O)n(C)c(=O)n2C)n1CCCC | 2% | 43%[activator] | 5% | 20% | -8% | 12% | -9% | -20% | -9
CCN(CCNC(=O)CS(=O)(=O)Cc1nc(-c2cccc(OC)c2)oc1C)c1ccccc1 | -9% | -9% | i | -17% | -6% | -4% | 7% | -22% | -19
Cc1csc(N2CCCC2c2nc3cc(Cl)c(N4CCCCC4)cc3n2CCCO)n1 (stereo not drawn) | . | 1% | 1% | . | -5% | . | . | -15% | .
CC(=O)c1ccc(NC(=O)CSc2nc(-c3cccc(F)c3)nc3c2c(=O)n(C)c(=O)n3C)cc1 | -4% | -16% | 10% | 3% | -7%[60.1 µM] | . | 48%[activator] | -1% | 7
CC1=NN(c2cccc([N+](=O)[O-])c2)C(=O)C1 | 1% | 84%[activator] | i | 5% | -2% | 10% | -9% | -22% | -18
CC(C)N(C(=O)NC(=O)NCC1CCCO1)S(C)(=O)=O (stereo not drawn) | -1% | ? | -10% | 16% | -2% | 2% | -4% | -6% | 3
COc1cccc(-n2c(CN3CCN(c4ccc(C)cc4)C(C)C3)nc3ccc([N+](=O)[O-])cc3c2=O)c1 (stereo not drawn) | -5% | 13% | i | 30% | 8% | 2% | -12% | -16% | .
COc1ccc(OCCCC(=O)Nc2nnc(C3CCCO3)s2)cc1 (stereo not drawn) | -4% | 9% | -16% | ? | -12% | -7% | -5% | -15% | 6
CC1=C(C(=O)OC2CCCC(C)C2)C(c2ccccc2)NC(=O)N1 (stereo not drawn) | -3% | 17% | -21% | 2% | -9% | 33%[activator] | -24% | -25% | -8
O=C(O)CNS(=O)(=O)c1cccc(Cl)c1 | -7% | 1% | -5% | -22% | 3% | 0% | 0% | -17% | 4
O=C(NCCc1c[nH]c2ccccc12)Nc1cccc2ccccc12 | 0% | ? | -5% | -12% | -22% | -10% | -1% | -1% | -6
COc1cccc(CN2CCNC(=O)C2CC(=O)NCCOc2cccnc2)c1OC (stereo not drawn) | -2% | -15% | -6% | -4% | 5% | 16% | -4% | -15% | 7
CC1CCc2nn(CC(=O)NCCN3CCOCC3)cc2C1 (stereo not drawn) | 1% | 18% | 7% | -21% | -2% | -2% | 16% | -19% | -8
Cc1c(NC(=O)COc2cccc(Cl)c2Cl)c(=O)n(-c2ccccc2)n1C | . | 23% | 3% | . | -13% | -2% | . | -7% | -4
Cc1ccc(/C=N/NC(=O)CN2CCN(S(=O)(=O)c3ccc(Br)cc3)CC2)s1 | -7% | 12% | -6% | 2% | 0% | 2% | 7% | -20% | -15
Cc1ccc(C2NC(=O)c3c(sc(C)c3C)N2)c(O)c1 (stereo not drawn) | -5% | ? | . | 1% | -25% | ? | -3% | -4% | 3
CCCc1cc(=O)oc2cc(C)cc(OCC(=O)NCc3ccncc3)c12 | -5% | 15% | 3% | 82% | 7% | 23% | -7% | -7% | -28
Cc1ccc(NC2CNC(=O)NC2=O)cc1C (stereo not drawn) | . | 9% | i | . | 1% | . | . | -14% | -12
COc1ccc2c(c1)OC13CCCCC1C2C(C(=O)c1ccccc1)C(=O)N3 (stereo not drawn) | -2% | ? | -3% | 6% | 5% | ? | -19% | -8% | .
C=CCN(N=Nc1cccc([N+](=O)[O-])c1)c1cccc([N+](=O)[O-])c1 | -11% | 5% | . | 17% | -13% | 2% | -19% | 7% | 16
O=C(NCCCn1ccnc1)c1nn2c(C(F)(F)F)cc(-c3ccc(Br)cc3)nc2c1Cl | -2% | 11% | -6% | -13% | -21% | -3% | -9% | -2% | 4
C=C(C)C(=O)Nc1ccc(OC(F)(F)C(F)F)c(NC(=O)C(=C)C)c1 | -28% | 4% | ? | 32µM* | ? | -11% | -12% | 18µM* | 6
Cc1cccc(NC(=O)c2cccnc2)c1 | -1% | 14% | -6% | -11% | -11% | -6% | -16% | -4% | 6
Cc1ccccc1OCC(=O)NNC(=O)CCN1C(=O)c2ccccc2C1=O | -5% | 36%[activator] | -6% | 0% | 0% | -3% | -5% | -16% | -3
COc1ccc2[nH]cc(CCN=C3SCC(=O)N3C)c2c1 | -5% | -1% | i | 8% | 0% | 0% | -10% | -9% | 0
